# Compound activity: PubChem BioAssay, Fisher Drug Discovery Resource Center
# mcGAS RapidFire – inhibitors of mouse cGAS. Q8C6L5. inhibition, % at 12.5 µM. recombinant mouse cGAS, cGAMP by RapidFire MS. hit rate 0.18% among 130,000;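 active = inhibition of cGAS enzyme activity at or above 60%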;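 also: enzyme stimulated by 45 bp dsDNA with ATP and GTP substrates; cGAMP share of summed cGAMP plus half ATP and half GTP signals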
# Target sequence (Q8C6L5 whole entry, looked up): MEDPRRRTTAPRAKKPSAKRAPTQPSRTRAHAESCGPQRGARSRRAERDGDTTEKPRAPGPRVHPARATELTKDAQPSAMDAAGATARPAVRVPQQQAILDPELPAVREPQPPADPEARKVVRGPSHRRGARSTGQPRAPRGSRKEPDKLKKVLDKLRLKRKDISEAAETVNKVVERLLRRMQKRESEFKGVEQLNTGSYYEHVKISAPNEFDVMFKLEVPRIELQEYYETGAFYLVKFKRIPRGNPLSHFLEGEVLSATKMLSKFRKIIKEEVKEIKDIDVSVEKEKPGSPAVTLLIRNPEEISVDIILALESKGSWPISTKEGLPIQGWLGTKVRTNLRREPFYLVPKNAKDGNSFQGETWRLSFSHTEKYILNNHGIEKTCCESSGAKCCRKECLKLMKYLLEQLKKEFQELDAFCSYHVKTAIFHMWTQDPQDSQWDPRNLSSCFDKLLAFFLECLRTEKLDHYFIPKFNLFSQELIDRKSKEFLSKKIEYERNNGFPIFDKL
# * marks the source's active call; other numbers are inactive results; & = joins results of further samples. Some of the compounds tested; count on the stated rates, not on these rows.
SMILES,mcGAS RapidFire
CCOC(=O)/C=C(\C)n1cc2c(=O)n(C)c(=O)n(C)c2n1,-8
CCN(CC)c1ccc(NC2=NS(=O)(=O)C(c3ccc(C)cc3)=C2C)c(C)c1,-8
CSc1ncccc1C(=O)N1CCCC(N2CCN(c3ccccc3F)CC2)C1 (centres undefined),0
CC(=O)Nc1cccc(-c2cc(C)cnc2-n2cnnc2)c1,-22
Cn1cc(C(=O)NCc2ccc(Cl)cc2)c2[nH]c(=O)n(Cc3ccccc3)c(=O)c21,-13
Cc1cc(-c2c(-c3ccccc3)ncn2CCNc2ccccc2)n[nH]1,-21
CCOc1ccccc1OCCOc1ccccc1OC(C)C,-3
O=C(Cc1cccc2ccccc12)Nc1nc2c(Cl)cccc2s1,-6
O=C(CNC1CC1)N1CCc2sccc2C1c1ccccc1 (centres undefined),-3
Cc1cc(=O)[nH]c(-n2nc(-c3cccs3)cc2NC(=O)c2c(F)cccc2Cl)n1,2
COc1ccc(-c2cc(C(N)=O)ccn2)cn1,-12
CC(C(=O)Nc1cccc(Br)c1)N1CCN(C(=O)c2cccs2)CC1 (centres undefined),-1
COc1ccc(Nc2nc(N3CCCCC3)nc(N)c2[N+](=O)[O-])cc1,-11
N#Cc1c2c(c(NCCCN3CCOCC3)n3c1nc1ccccc13)CCCC2,-1
CC(C(=O)Nc1ccon1)N1C(=O)c2ccccc2S1(=O)=O (centres undefined),-9
COc1ccccc1CCN1CCC(CN(C)C(=O)/C=C/c2ccccc2)CC1,-7
Brc1ccc(C2=CC(c3cccc4ccccc34)C3N=NNC3=N2)cc1 (centres undefined),-4
COC(=O)c1cc(OC)c(OC)cc1NC(=O)C1Oc2ccccc2OC1C (centres undefined),-5
O=C(c1cn(CCN2CCCCC2)nn1)N1CC=C(c2ccc(F)cc2)CC1,-8
CN(Cc1ccc2nsnc2c1)Cc1nc(-c2cnccn2)no1,-3
Nc1nc(SCC(=O)C23CC4CC(CC(C4)C2)C3)nc(-c2ccncc2)n1,-4
O=[N+]([O-])c1cc(S(=O)(=O)Nc2cc(Cl)ccc2F)ccc1F,5
O=C(CNC(=O)Nc1ccccc1OC1CCCC1)NCc1ccco1,12
Cn1c(=O)c2[nH]c(CN3CCc4ccccc4C3)nc2n(C)c1=O,-12
CC(C)Cn1nnnc1SCC(=O)NC1CCCCCC1,-2
# Next compounds
SMILES,mcGAS RapidFire
Cc1nc(C(C)N(C)Cc2ncccc2C(=O)O)c(C)s1 (centres undefined),-30
Cn1nnnc1SCC1=C(C(=O)O)N2C(=O)C(NC(=O)C(O)c3ccccc3)C2SC1 (centres undefined),-2
O=C1CCCN1C1CCCN(Cc2cc(-c3ccccn3)no2)C1 (centres undefined),4
CSc1nc2ncc3c(=O)n(-c4ccccc4)ccc3n2n1,-14
COC(=O)Cn1c(=NC(=O)Cc2ccccc2)sc2ccccc21,-7
Nc1ncnc2c1ncn2[C@@H]1O[C@H](CO)C[C@@H]1O,2
O=C1COc2cc3c(cc2N1)C(c1cc(F)ccc1-n1cccn1)CC(=O)N3 (centres undefined),-2
O=S1(=O)CCN2C(c3cccc(Br)c3)=CSC2=N1,-7
Cc1cc(OC(F)F)c(C(=O)NC(C)CCN(C)C)s1 (centres undefined),-9
CN1CC2(CCN(C(=O)c3ccn(C(C)(C)C)c3)C2)OC1=O (centres undefined),-8
CC(C(=O)Nc1ccccc1N1CCC(C(N)=O)CC1)n1cccn1 (centres undefined),0
COC(c1ccccc1)N(CCc1ccccc1)C(=O)C(F)(F)F (centres undefined),-13
CCCCOc1ccc(S(=O)(=O)N2CCN(CCO)CC2)c2ccccc12,-7
O=C(Nc1ccc(SCc2ccncc2)nn1)C1CC1,12
Cc1ccc(S(=O)(=O)NCc2ccc3c(c2)OCO3)c(C)c1C,3
O=C(Cn1c(CO)c[nH]c1=S)NC1CCCC1,1
O=C(C1CCCN(C2CCN(C(=O)C3CC3)CC2)C1)N1CC=CCC1 (centres undefined),-8
Cc1nn(CCNC(C)CN2CCN(C)CC2)c(C)c1Cl (centres undefined),-10
Cc1nc2c(C(=O)NCc3cccnc3Oc3ccccc3)cccc2[nH]1,-11
O=C(NCCN1CCn2cc(OCc3ccccc3)c(=O)cc2C1=O)c1ccc(=O)[nH]c1,-3
O=C(O)C1C2C=CC(C2)C1C(=O)O (centres undefined),-2
C=C(C)COc1ccccc1C(=O)NC(C)Cc1cc(C)[nH]n1 (centres undefined),-5
CCN(CC)S(=O)(=O)c1cc(C(=O)Nc2cc(C)on2)ccc1Cl,-7
CC(=O)N[C@@H](C)C(=O)NNC(=O)CC12CC3CC(CC(C3)C1)C2,-7
O=C1c2ccccc2C(=O)N1CCCn1c2ccccc2c2nc3ccccc3nc21,-2
# Additional structures follow:
SMILES,mcGAS RapidFire
CC(c1ccc(-c2cn[nH]c2C#N)cc1)N1CCCCC1 (centres undefined),-5
Cc1nc2c(c(N(C)C)n1)CCN(C(=O)c1cc(C(C)C)nn1C)C2,-10
Cc1ccc(NC(=O)c2cccc(OCC3CCCO3)c2)c(C)c1 (centres undefined),-8&13
O=C(N/N=C\c1ccccc1O)c1ccc(=O)[nH]n1,0
Brc1ccc(C2=CSC3=NCCN23)cc1,-6
O=C(N/N=C1/CCSc2c(F)cccc21)c1ccccc1,-13
N#Cc1c2n(c(=O)[nH]c1=O)CCCC2,13
O=C(Cn1nnc2ccccc2c1=O)NCc1cccc(Cl)c1,4
Cc1c(C(=O)N(C)C)c(C(F)(F)F)nn1C1CCCN(C(C)C)C1 (centres undefined),-7
Cc1oc(C)c(C(=O)NCc2ccc(C)n2C)c1C,-9
N#Cc1ccc(SCCC(=O)NC(N)=O)cc1,-6
CCCCc1ncc(CN2CCN(c3ccccc3OC)CC2C)[nH]1 (centres undefined),-15
Cc1ccc2c(c1)NC(=O)C2CC(=O)NCc1cn[nH]c1-c1cccs1 (centres undefined),-14
COc1ccccc1N=P(c1ccc(C)o1)(N(C)C)N(C)C,19
COCC(C)(C#N)NC(=O)/C=C/c1cnc(C(C)(C)C)s1 (centres undefined),-7
Cc1cc(F)ccc1S(=O)(=O)N1CC(c2ccncc2)C1,-25
COC(=O)CCC(C)C1CCC2C3CC[C@@H]4C[C@H](O)CC[C@]4(C)C3C[C@H](O)[C@]12C (some centres undefined),-5
CCCc1cc(C(=O)N2CCC(n3cc(CC(C)C)nn3)CC2)n(C)n1,-8
CCS(=O)C1CCCCC1NC(=O)c1sc2ccccc2c1Cl (centres undefined),-27
CC1CCC2(CC1)CC(=O)N(CC(=O)NCC1CCC1)C2=O (centres undefined),-5
O=C(COc1ccccc1Cl)N1CCCC(Nc2ccc3c(c2)OCCO3)C1 (centres undefined),-3
O=C(Cn1ccc2ccccc2c1=O)Nc1ccc2c(c1)OCCO2,-4
O=C(NCc1cccnc1)C1CCN(C2CCN(Cc3c(F)ccc(F)c3F)CC2)CC1,-3
CN(c1ccccc1)S(=O)(=O)c1cccc(NC(=O)COc2cccc(N3CCCC3=O)c2)c1,-6
COCCN(CC1CC1)C(=O)c1cc(NC(C)=O)ccc1Cl,-10
# New compounds follow.
SMILES,mcGAS RapidFire
O=C(NCCNc1cccc2ccccc12)C1CCCCC1C(=O)N1CCc2c([nH]c3ccccc23)C1 (centres undefined),-5
Clc1ccccc1C=NCCN=Cc1ccccc1Cl,-2
COc1coc(C(=O)Nc2ccc(C(N)=O)cc2)cc1=O,-6
COCc1cc(NCc2cccnc2N2CCCCCCC2)ncn1,-42
CN(C)CCCNC(=O)c1cccnc1Oc1ccc(Br)cc1F,-5
O=C(c1ccccc1O)N1C[C@@H]2C3CCC(CC3)[C@@H]2C1,-8
COc1cc(NC(=O)Nc2nc3c(s2)-c2cccc4cccc-3c24)cc(OC)c1OC,-2
Cc1ccc(SCC(=O)N(CCC#N)c2ccccc2)c(C)c1,-4
CC1(C(=O)NS(=O)(=O)c2ccc(C#N)cc2)CCN1C(=O)Cc1cc(F)ccc1F (centres undefined),-3
O=C(O)c1cccc(NS(=O)(=O)c2ccc(F)cc2Cl)c1,-14
COCCCN1C(=O)CC(Nc2ccc(N(C)C)cc2)C1=O (centres undefined),-3
COc1ccc(OC)c(N2C3=[N+](CCCS3)CC2(O)c2ccc(C)cc2)c1 (centres undefined),-4
OCc1ccc(CN2CCc3[nH]nc(C(c4ccccc4)c4ccccc4)c3C2)o1,-4
CC(C)c1nc(CCN(C)S(C)(=O)=O)n(-c2ccc3c(c2)OCCO3)n1,-31
Cc1sc2nc(N)sc(=O)c2c1C,-10
CC(C)CCn1c(=O)c2c(nc3n2CCN3c2ccc(F)cc2)n(C)c1=O,-2
CC1CCc2nc(NC(=O)Cn3cnc4ccccc4c3=O)sc2C1 (centres undefined),6
O=C(NCC(=O)N1CCN(c2ccccc2)CC1)c1sccc1C1CC1,2
Cc1cc(C(F)(F)F)nn1CC(=O)N(C)C1CCCCC1,-4
CCn1cc(-c2c(-c3ccccc3)ncn2Cc2c(C)noc2C)cn1,-11
CC(=O)N1CCN(C(=S)NC(=O)C23CC4CC(CC(C4)C2)C3)CC1,-8
c1ccc2c(c1)nc(N1CCN(C3CCCCC3)CC1)c1nncn12,-4
O=C1NC(Cc2ccccc2)C(=O)N1Cc1ncc(-c2cccs2)o1 (centres undefined),-5
Cc1nc(NC(=O)NCc2cccc(C(F)(F)F)c2)nn1C,-22
C=CCc1cccc2cc(C(=O)Nc3ccccc3F)c(=O)oc12,-8
# New compounds follow.
SMILES,mcGAS RapidFire
N#C/C(=C\N1CCN(Cc2ccccc2)CC1)C(=O)NCc1ccccc1,-11
CC(C)Cc1nc(Cn2nnn(-c3ccccc3)c2=O)no1,-2
NCC1CN(C(=O)Cc2ccncc2)CCO1 (centres undefined),-17
O=C(CCC(=O)Nc1ccc(C(=O)O)cc1)N/N=C\c1coc2ccccc2c1=O,11
Cc1nc2sc3c(N4CCCCC4)ncnc3c2c2c1COC(C)(C)C2,6
COc1ccc(CN2CCNC(=O)C2CC(=O)N2CCC(OC)CC2)c(OC)c1 (centres undefined),-9
COc1cccc(-c2nc3ccc(C(=O)NCC4CCCCO4)cc3o2)c1 (centres undefined),-2
O=C1C2=C(CCC2)C(=O)N1CC1COc2ccccc2O1 (centres undefined),-6
CC1=C(C)C(=O)C(NCC2CCCO2)=CC1=O (centres undefined),-7
Cc1nc(-n2nc(-c3cccs3)cc2NC(=O)c2cc3ccccc3o2)[nH]c(=O)c1C,0
C(=NNC1=NCCCCC1)c1ccc2c(c1)OCCO2,55
CCN(CC)c1cccc(OCC2CN(C(=O)c3cc(C)ccc3Cl)CCO2)c1 (centres undefined),-6
Cc1ccc(C(=O)NCCc2cc3ccc(C)c(C)c3[nH]c2=O)cc1,-4
COC(=O)c1cc(F)ccc1CN(C)CC1CCCO1 (centres undefined),-8
CCOC(=O)N1CCCN(Cc2ccc(F)cc2)C(C(C)C)C1 (centres undefined),-6
CC/C=C\CCC1CC(=O)Nc2cc(OCC(=O)O)ccc21 (centres undefined),-8
COC(=O)C1CCN(c2cc(=O)n(C3CCCCC3)c(=O)[nH]2)CC1,-10
Cc1cc2nnc(Sc3ncccn3)n2c2ccccc12,1
O=S(=O)(c1cccs1)N1CCC2(CC1)OCCO2,-4
COc1cccc(C(=O)OC(CC(C)C)c2ccccn2)c1 (centres undefined),-4
O=C(c1ccc(Cn2ccnc2)o1)N1CCCC(c2ccn[nH]2)C1 (centres undefined),-8
COc1ccc(Oc2ccc(C(=O)NCCc3ccccn3)cc2)cc1,-1
Cc1ccc(NC(=O)C2(C)CCN2Cc2ccc(C(C)C)cc2)cc1 (centres undefined),-2
CCOCCCN1C(=O)CNC1=S,1
CCn1c(CC2CCN(C(=O)C3COc4ccccc4O3)CC2)nn(C)c1=O (centres undefined),-31

# Retrieved by structure from the entries so far (4):
SMILES,mcGAS RapidFire
CC(C(=O)Nc1ccccc1N1CCC(C(N)=O)CC1)n1cccn1 (centres undefined),0
O=C(Cc1cccc2ccccc12)Nc1nc2c(Cl)cccc2s1,-6
O=[N+]([O-])c1cc(S(=O)(=O)Nc2cc(Cl)ccc2F)ccc1F,5
O=C(c1ccccc1O)N1C[C@@H]2C3CCC(CC3)[C@@H]2C1,-8

# The list continues:
SMILES,mcGAS RapidFire
Nc1nc2c(=O)[nH]nc(-c3ccc(F)cc3)c2s1,-2
c1coc(CN2CCc3[nH]nc(-c4ccc5c(c4)OCO5)c3C2)c1,-4
COc1ccccc1-c1cc(CN(C(=O)Nc2ccc(F)c(F)c2)C2CC2)no1,-7
O=C(Nn1cnnc1)c1csc2ccccc12,1
Cc1ccc(C(C)C)cc1S(=O)(=O)Nc1ccc(F)cc1,8
Cc1c(C(=O)OCC(=O)NC(=O)NC2CCCC(C)C2C)cnn1C (centres undefined),0
OCCOc1ccccc1-c1[nH]cnc1-c1ccccc1,-22
Oc1ccc(C=NNc2ncc(C(F)(F)F)cc2Cl)c(O)c1O,-9

# By substructure, those above containing a Cl atom.
SMILES,mcGAS RapidFire
Cn1cc(C(=O)NCc2ccc(Cl)cc2)c2[nH]c(=O)n(Cc3ccccc3)c(=O)c21,-13
O=C(Cc1cccc2ccccc12)Nc1nc2c(Cl)cccc2s1,-6
Cc1cc(=O)[nH]c(-n2nc(-c3cccs3)cc2NC(=O)c2c(F)cccc2Cl)n1,2
O=[N+]([O-])c1cc(S(=O)(=O)Nc2cc(Cl)ccc2F)ccc1F,5
Cc1nn(CCNC(C)CN2CCN(C)CC2)c(C)c1Cl (centres undefined),-10
CCN(CC)S(=O)(=O)c1cc(C(=O)Nc2cc(C)on2)ccc1Cl,-7
O=C(Cn1nnc2ccccc2c1=O)NCc1cccc(Cl)c1,4
CCS(=O)C1CCCCC1NC(=O)c1sc2ccccc2c1Cl (centres undefined),-27
O=C(COc1ccccc1Cl)N1CCCC(Nc2ccc3c(c2)OCCO3)C1 (centres undefined),-3
COCCN(CC1CC1)C(=O)c1cc(NC(C)=O)ccc1Cl,-10
Clc1ccccc1C=NCCN=Cc1ccccc1Cl,-2
O=C(O)c1cccc(NS(=O)(=O)c2ccc(F)cc2Cl)c1,-14
CCN(CC)c1cccc(OCC2CN(C(=O)c3cc(C)ccc3Cl)CCO2)c1 (centres undefined),-6
Oc1ccc(C=NNc2ncc(C(F)(F)F)cc2Cl)c(O)c1O,-9
